Assay outcomes deposited in PubChem BioAssay by Small Molecule Screening Facility, UW Madison.
PriA SSB inh: blocks PriA binding to SSB C-terminal tail; AlphaScreen SSBct-PriA binding, biotinylated peptide; inhibition, % at 33 µM; 430,000 compounds, 0.6% hits; in the data active = inhibition mostly above about 37%, no sharp cut-off; inactive = mostly below about 20%;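 note: plate controls were negative control peptide for no effect and reference peptide for full effect; strong numbers were not always called active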
* = called active by the depositor; & = joins results of further samples.

SMILES	PriA SSB inh
Cc1ccc(Nc2nc(N3CCN(c4ccc(F)cc4)CC3)nc3nccnc23)cc1Cl	2
O=C(O)CCCCCN1C(=O)c2ccccc2C1=O	-3
Cc1nc(C(N)=NOC(=O)c2cccc(Cl)c2)c(C(F)(F)F)o1	-16
COc1ccc(OC)c(Nc2nc(CC(=O)NCc3cccs3)cs2)c1	11&11
CCOC(=O)c1ccccc1NC(=O)CN1CCC(c2nn(C)c(=O)n2C2CC2)CC1	-14
CCSc1ccccc1C(=O)Nc1nnc(Cc2cccs2)o1	40*
COC(=O)c1ccccc1NC(=O)CSc1nc2ccccc2s1	-25
CC(=O)Nc1ccc(S(=O)(=O)N(CCc2ccccc2)CC(=O)NN=Cc2ccc(C(=O)O)cc2)cc1	-7
O=C(NCCCOc1cccc2cccnc12)c1cnccn1	11
COC(=O)c1sc(-c2ccccc2)cc1NC(=O)Cc1ccccc1	-2
O=C1CNC(=O)N1CC(O)Cn1c2ccc(Br)cc2c2cc(Br)ccc21 (stereo not drawn)	-4
N#C/C(=N/OC(=O)Cc1ccc(Cl)cc1)c1nc2ccccc2s1	-1
CCOC(=O)c1ccc(NC(=O)CSc2ncc(-c3cccc(Br)c3)o2)cc1	-17
COc1ccccc1NS(=O)(=O)c1cc(NC(=NS(=O)(=O)c2ccccc2)c2ccc(F)cc2)ccc1Cl	20
C=C(C)COc1ccc2oc(C(C)(C)C)c(C(=O)O)c2c1	-15
Cc1nnc2ccc(N3CCN(S(=O)(=O)c4ccc(Cl)c(Cl)c4)CC3)nn12	-4
COc1ccc(OCc2nc(-c3ccccn3)n[nH]2)cc1	101*
O=C(CN1CCN(c2ccccc2Cl)CC1)Nc1ccc(F)cc1	-15
O=C(COc1ccc(Cl)cc1Cl)Nc1ccc2c(c1)N(C(=O)C1CCCO1)CC2 (stereo not drawn)	-9
O=C(COc1ccccc1F)N1CCc2oncc2C1	2
CC(=NNC(=O)c1cnccn1)c1ccncc1	1
O=C(NCCOc1ccc2nnc(-c3cccc(F)c3)n2n1)c1cccc(C(F)(F)F)c1	1
O=C(NCCNc1cc(Nc2ccccn2)ncn1)Nc1ccc(F)cc1F	-3
Cc1cc(C=NNC(=O)c2cccc(F)c2)c(C)n1-c1ccccc1	5
NS(=O)(=O)c1ccc(CCNC(=O)CC2=NS(=O)(=O)c3ccccc3N2)cc1	-6
O=C(Cc1ccc(F)cc1)NN=Cc1ccccn1	-2
O=C(COc1ccc(Cl)cc1Cl)NCCN1CCN(c2ccccc2F)CC1	-4
O=C(Cn1nc(-c2cccs2)c2sc(N3CCCCC3)nc2c1=O)N1CCCc2ccccc21	-8&2
COc1cccc(C=Nn2c(C)nc3ccccc32)c1OC	-13
Cn1cc(S(=O)(=O)N2CCC(c3cccs3)CC2)cn1	-13
Cc1cncn(CCNS(=O)(=O)c2cccs2)c1=O	-7
CN(C)c1nccnc1O[C@H]1CCCN(C(=O)N2CCNC2=O)C1	-11
O=C(NCC1(c2ccsc2)CCCC1)c1ccccc1Br	-34
O=C(Cn1cc(S(=O)(=O)Cc2ccccc2)c2ccccc21)NCc1ccccn1	-18
O=S(=O)(Nc1ccc(F)cc1)c1cccc2cccnc12	-2
Fc1ccc(-n2ncc3c(NCCc4c[nH]c5ccccc45)ncnc32)cc1	14
CC(=NNc1ccccc1Cl)c1ccc(-n2ccnc2)cc1	8
CC(C)NC(=O)c1ccc2c(=O)n(Cc3ccccc3)c3nn(Cc4cccc(F)c4)c(=O)n3c2c1	-5
Cc1csc(C(=O)N2CC[C@H](n3cc(-c4ccccc4)nn3)C2)c1	-13
Cc1cc(-c2nnc(NC(=O)Cc3cccs3)o2)n(C)n1	7
Cc1ccc(SCC(=O)Nc2nnc(-c3c(C)cc(C)cc3C)s2)cc1	2
C[C@](O)(CNC(=O)Nc1ccccc1C(F)(F)F)c1cc2ccccc2s1	-6
O=c1c2ccccc2nc(SCC#CCO)n1-c1ccccc1	0
COc1ccccc1-n1c(CNC(=O)c2cccc3ccccc23)nnc1SCC(=O)Nc1nccs1	-8
Cc1ccc(-c2cc(=O)n(CC(=O)N3CCOCC3)cn2)cc1	-1
CCc1c(C#N)c(SCC(=O)c2ccc(Cl)cc2)nc2c1C(=O)CC(C)(C)C2	-10
CC(=O)Nc1ccc(SCCCC(=O)Nc2nccs2)nn1	-2
O=[N+]([O-])c1ccc(S(=O)(=O)N2CCC(c3nc4ccccc4[nH]3)CC2)cc1	10
Cc1nc(SC(C)c2ccccc2)[nH]c(=O)c1CC(=O)N1CCN(c2ccccn2)CC1 (stereo not drawn)	-2&3
Cc1ccc2c(-c3oc4ccccc4c3N)cc(=O)oc2c1C	-2
COc1ccc(C(O)=C2C(=O)C(=O)N(c3cc(C)on3)C2c2ccccc2F)cc1Cl (stereo not drawn)	-4&-3
COc1ccc(C=NNC(=O)c2cc(-c3ccccc3)nc3ccccc23)cc1O	-3
CSc1nn(CC(=O)Nc2ccc3c(c2)OCCO3)c(N)c1-c1nc(-c2ccc(C)cc2)no1	8
Cc1cc(C)n(-c2ccc(=O)n(CCNC(=O)c3cc(-c4ccc(F)cc4F)n[nH]3)n2)n1	-22
Cn1nc(CNS(=O)(=O)c2ccc3c(c2)CCO3)c2c1CCCC2	-1
CCOC(=O)c1oc2ccccc2c1NC(=O)C1CCCN1S(C)(=O)=O (stereo not drawn)	-21
O=C(Nc1cnn(CC2COc3ccccc3O2)c1)c1nc2ccccc2s1 (stereo not drawn)	5
Cc1c([N+](=O)[O-])cc(S(=O)(=O)NCCOc2ccc3c(c2)OCO3)cc1[N+](=O)[O-]	27
COc1nn(C)cc1C(=O)NCc1ccc2c(c1)OCO2	-2
Cn1nc2c(c1NC(=O)c1ccc([N+](=O)[O-])o1)CCC2	-4

Later entries
SMILES	PriA SSB inh
c1ccc(-c2ccnc(-c3ccccn3)n2)nc1	146*
COc1ccc(CCNC(=O)N2CCC(c3nnc(C4CC4)s3)CC2)cc1	-9
COc1ccc(C(=O)Oc2ccc(C=NNc3ccc(Cl)c(C(=O)O)c3)cc2OC)cc1	-9
Cn1c(=O)c2c(NC(=O)c3cc(=O)c4ccccc4o3)ccnc2n(C)c1=O	-7
CCOC(=O)c1c(N=CC2=C(O)CCCC2=O)sc2c1CCCC2	10
C=CCn1c(SCC(=O)Nc2cccc(C(F)(F)F)c2)nc2sc(C)c(C)c2c1=O	-4&1
CC(CC(=O)Nc1ccc2c(c1)OCCO2)=NNC(=O)C(=O)Nc1ccccc1C	-12
COc1cc(C(=O)Nc2nnc(-c3ccc4c(c3)OCO4)o2)cc(OC)c1OC	-14
Cn1nc(C(F)(F)F)c(C=NOCc2c(Cl)cccc2Cl)c1Cl	-13
CS(=O)(=O)N1C2CCC1CC(NC(=O)c1cnn(-c3ccccc3)n1)C2 (stereo not drawn)	-1
Cc1cc(C)nc(NN=Cc2cccc(Cl)c2)n1	-9
CO[C@@](C)(CNC(=O)C(=O)Nc1cc(F)ccc1F)c1cccc(Cl)c1	-6
O=C(Cn1cnc2c(nnn2Cc2ccc(F)cc2)c1=O)N1CCC(Cc2ccccc2)CC1	2
CN(C1CC1)S(=O)(=O)c1ccc(C(=O)Nc2nc(-c3ccc4c(c3)CCCC4)cs2)cc1	-7
N#Cc1c(NC(=O)c2cc(Cl)cc(Cl)c2)sc2c1CCCC2	-8
COC(=O)c1sccc1S(=O)(=O)NCCn1nc(C2CC2)n(-c2ccccc2)c1=O	-20
N#Cc1ccc(NC(=O)CN2C(=O)COc3ccccc32)cc1	49
COCCNC(=O)NCC#CCN1CCCC1	-1
COc1cc(C)c(C)cc1S(=O)(=O)Nc1cccc(C(=O)O)c1	-15
CC(C)(C)NC(=O)C(=O)NCC(O)c1ccsc1 (stereo not drawn)	-10

16 entries from above, reformatted.
| mol | PriA SSB inh |
| --- | --- |
| CN(C)c1nccnc1O[C@H]1CCCN(C(=O)N2CCNC2=O)C1 | -11 |
| O=C(NCC1(c2ccsc2)CCCC1)c1ccccc1Br | -34 |
| O=C(Cn1cc(S(=O)(=O)Cc2ccccc2)c2ccccc21)NCc1ccccn1 | -18 |
| O=S(=O)(Nc1ccc(F)cc1)c1cccc2cccnc12 | -2 |
| Fc1ccc(-n2ncc3c(NCCc4c[nH]c5ccccc45)ncnc32)cc1 | 14 |
| CC(=NNc1ccccc1Cl)c1ccc(-n2ccnc2)cc1 | 8 |
| CC(C)NC(=O)c1ccc2c(=O)n(Cc3ccccc3)c3nn(Cc4cccc(F)c4)c(=O)n3c2c1 | -5 |
| Cc1csc(C(=O)N2CC[C@H](n3cc(-c4ccccc4)nn3)C2)c1 | -13 |
| Cc1cc(-c2nnc(NC(=O)Cc3cccs3)o2)n(C)n1 | 7 |
| Cc1ccc(SCC(=O)Nc2nnc(-c3c(C)cc(C)cc3C)s2)cc1 | 2 |
| C[C@](O)(CNC(=O)Nc1ccccc1C(F)(F)F)c1cc2ccccc2s1 | -6 |
| O=c1c2ccccc2nc(SCC#CCO)n1-c1ccccc1 | 0 |
| COc1ccccc1-n1c(CNC(=O)c2cccc3ccccc23)nnc1SCC(=O)Nc1nccs1 | -8 |
| Cc1ccc(-c2cc(=O)n(CC(=O)N3CCOCC3)cn2)cc1 | -1 |
| CCc1c(C#N)c(SCC(=O)c2ccc(Cl)cc2)nc2c1C(=O)CC(C)(C)C2 | -10 |
| CC(=O)Nc1ccc(SCCCC(=O)Nc2nccs2)nn1 | -2 |

More records follow:
SMILES	PriA SSB inh
CC(C)CCn1c(=O)c(C(=O)NN=Cc2cccc(F)c2)c(O)c2ccccc21	-3
N#Cc1cccc(C(=O)N2CC(c3nc(-c4cccnc4)no3)C2)c1	1
Cc1cc2ncc(CCCNC(=O)COc3ccc(Cl)cc3Cl)cn2n1	4
O=S(=O)(c1ccccc1C(F)(F)F)N1CCN(c2ccc3nncn3n2)CC1	3
COc1ccc(CCC(=O)Nc2ccn3nccc3c2)cc1	8
COC(=O)c1ccc2c(=O)n(Cc3ccc(C(=O)NC4CCCCC4)cc3)c(=S)[nH]c2c1	-27
O=C(CSc1nccn1C1CCCCC1)Nc1ccc(Br)cc1	-23
COc1ccc(C2CCCN2CCNC(=O)c2ccc(=O)[nH]n2)cc1 (stereo not drawn)	10
CC[C@@H](C(=O)Nc1ccc(-c2ccc3nnc(C)n3n2)cc1)c1ccccc1	-6
CC(C)(C)OC(=O)C[C@@H]1C/C=C/C[C@H](CC(=O)NCCO)C(=O)N2CCC[C@H]2COC1=O	1
COC(=O)Nc1ccc2c(c1)N(C(=O)C1CC1)CC2	-7
C=CCN1C(=O)C(C)(C)COc2cc(NS(=O)(=O)CCc3ccc(OC)cc3)ccc21	-8
COc1ccc(OCC(=O)NN=Cc2ccc(O[C@@H]3O[C@H](CO)[C@@H](O)[C@H](O)[C@H]3O)cc2)cc1	-21
O=C(Cc1c(F)cccc1Cl)N1CCC2(CC1)OCCS2	3
O=C(Cc1csc(NC(=O)NC2CCCC2)n1)Nc1ccc(C(F)(F)F)cc1	1
CC(=NNC(=O)C1COc2ccccc2O1)c1ccccn1 (stereo not drawn)	61*
Cc1ccc(C(=O)NCCOc2ccc3nnc(-c4ccccc4)n3n2)cc1C	1
CCCS(=O)(=O)Nc1ccc2c(c1)CN(S(=O)(=O)c1ccccc1)CC2	0
CC(C)(C)c1cc(NC(=O)C2CN(S(C)(=O)=O)C2)on1	-6
O=c1c(=Cc2cccnc2)sc2nc3ccccc3n12	-9
COc1cc(NC(=O)C2CCCN(c3cnc4ccccc4n3)C2)cc(OC)c1OC (stereo not drawn)	-8
Cc1ccc(NC(=O)Cn2cccc(-c3nc(-c4ccccc4)no3)c2=O)c(Cl)c1	-17
Cn1c2ccccc2c2nnc(NN=Cc3ccc(O)cc3)nc21	-6
CSc1ccccc1NC(=O)C(=O)NCC(C)(O)c1ccc(-c2ccccc2)cc1 (stereo not drawn)	-13
CCn1c(SCC(=O)Nc2ccc(F)cc2F)nnc1-c1cccn(C)c1=O	0
Cc1ccc(C2CC(=O)Nc3n[nH]c(C)c32)cc1 (stereo not drawn)	-7
N#Cc1ccc(C(=O)N2CCSC2c2ccc(OC(F)(F)F)cc2)cc1 (stereo not drawn)	-4
COc1ccc(CCNC(=O)CSc2ccc(NC(=O)C3CC3)nn2)cc1	16
CC1CCc2cc(F)ccc2N1C(=O)C12CCC(C)(C(=O)C1=O)C2(C)C (stereo not drawn)	-8
O=C(Cc1ccc(NC(=O)c2cc(C3CC3)on2)cc1)NCC(F)(F)F	5
O=C(CSc1nnc(Cc2nnc(SCC(=O)c3ccc(F)cc3)n2-c2ccccc2)n1-c1ccccc1)c1ccc(F)cc1	0
Cc1cc(C)n2nc(-c3ccccc3)c(C)c2n1	-22
Cc1oncc1C(=O)N1CCN(c2ccc(-n3cncn3)nn2)CC1	-2
CC(=NN1CCCCC1)c1ccccc1O	-3
Cc1cccc(C(=O)N2CCN(S(=O)(=O)N3CCOCC3)CC2)c1	-14
COC(=O)C1CC(Oc2ccccc2F)CN1C(=O)c1ccc2nsnc2c1 (stereo not drawn)	-3
O=C(NCC1CCN(S(=O)(=O)c2cccnc2)CC1)Nc1ccc(Cl)c(Cl)c1	6
COc1cccc(S(=O)(=O)NCC#CCN2CCOCC2)c1	-4
N#Cc1ccccc1S(=O)(=O)N1CCC(N2CCC(Oc3ccccc3F)CC2)CC1	6
Cc1cc(NC(=O)c2ccc(Cl)s2)n(C(C)C)n1	4
COc1ccccc1-c1cc(C(=O)NCCn2nc(-c3ccsc3)cc2C2CC2)n(C)n1	-10
COc1ccc(CCNC(=O)NCC(c2ccsc2)N2CCOCC2)cc1 (stereo not drawn)	-10
Cc1nc2oc(-c3ccccc3)nc2cc1NC(=O)COc1ccccc1F	-14
C(=C\c1nn2c(-c3ccccc3)nnc2s1)/c1cccs1	-6
Cc1cc(=O)[nH]c(-n2nc(C)c(CCC(=O)Nc3ccccc3-c3ccccc3)c2C)n1	28&52
O=C(N/C(=C\c1cn(-c2ccccc2)nc1-c1cccs1)C(=O)N1CCCC1)c1ccccc1	2
O=C(Cc1ccccc1Cl)NCc1cccc(Oc2ccccn2)c1	0
CCCCn1c(C=NNc2nc3ccccc3[nH]2)nc2ccccc21	-9
CCOc1cc(C=NNC(=O)C2C(=O)NCC2c2ccccc2)ccc1OC (stereo not drawn)	-17
COc1ccc(C2(CNC(=O)C(=O)Nc3cccc(C(F)(F)F)c3)CCCC2)cc1	-7
CSc1nc(C)cc(=O)[nH]1	-23
COCCN1CCC(CNS(=O)(=O)Cc2cccc(Cl)c2)CC1	-18

A portion of the library, so the mix of outcomes need not match the whole.
